Source: PubChem BioAssay (several laboratories)
bIAP inh: blocks bovine intestinal alkaline phosphatase activity; inhibition, % at 20 µM; purified bovine IAP, CDP-star luminescence, 30 min; 190,000 tested, under 10 active;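 active = over 50% inhibition of intestinal alkaline phosphatase at 20 µM in the single-dose screen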
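Assay system – bovine IAP enzyme · Quantity – bovine IAP at 1/65,000,000 final dilution · Detection – CDP-star luminescence signal · Times – 30 min reaction at room temperature · Also added – CDP-star substrate at 30 µM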
FLuc inh counter: Photinus pyralis luciferase inhibition counter-screen; P08659; ATPLite firefly luciferase biochemical luminescence, 10 min; inhibition, % at 10 µM; 200,000 compounds, 1.5% hits; AID 1006;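 active = inhibition above about 50% when tested at 10 µM, limit read from the data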
Target sequence (P08659 whole entry, looked up): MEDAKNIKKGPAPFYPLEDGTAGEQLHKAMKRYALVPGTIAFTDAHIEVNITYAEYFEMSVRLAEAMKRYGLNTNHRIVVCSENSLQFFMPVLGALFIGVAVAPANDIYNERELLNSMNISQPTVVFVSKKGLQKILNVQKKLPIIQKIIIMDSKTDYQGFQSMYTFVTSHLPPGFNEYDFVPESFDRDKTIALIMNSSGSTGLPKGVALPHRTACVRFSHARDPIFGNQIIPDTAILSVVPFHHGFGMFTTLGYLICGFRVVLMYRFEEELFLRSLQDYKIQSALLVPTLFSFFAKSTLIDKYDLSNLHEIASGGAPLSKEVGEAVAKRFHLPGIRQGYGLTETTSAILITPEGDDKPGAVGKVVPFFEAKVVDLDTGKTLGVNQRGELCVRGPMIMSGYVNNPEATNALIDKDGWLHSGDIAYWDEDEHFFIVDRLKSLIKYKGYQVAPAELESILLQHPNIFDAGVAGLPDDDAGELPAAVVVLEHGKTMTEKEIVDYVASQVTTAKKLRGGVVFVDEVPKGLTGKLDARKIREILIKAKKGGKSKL
TNAP act hi DEA: activators of human TNAP at high phosphate acceptor concentration; 200,000 tested, under 10 active; P05186; AID 1136; purified TNAP, CDP-star luminescence, 1 M DEA, 30 min; active compounds read high; 0 = EDTA background, 1 = DMSO-only activity; activation factor at 20 µM;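 active = activation factor at least 2 at 20 µM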
Target sequence (P05186 whole entry, looked up): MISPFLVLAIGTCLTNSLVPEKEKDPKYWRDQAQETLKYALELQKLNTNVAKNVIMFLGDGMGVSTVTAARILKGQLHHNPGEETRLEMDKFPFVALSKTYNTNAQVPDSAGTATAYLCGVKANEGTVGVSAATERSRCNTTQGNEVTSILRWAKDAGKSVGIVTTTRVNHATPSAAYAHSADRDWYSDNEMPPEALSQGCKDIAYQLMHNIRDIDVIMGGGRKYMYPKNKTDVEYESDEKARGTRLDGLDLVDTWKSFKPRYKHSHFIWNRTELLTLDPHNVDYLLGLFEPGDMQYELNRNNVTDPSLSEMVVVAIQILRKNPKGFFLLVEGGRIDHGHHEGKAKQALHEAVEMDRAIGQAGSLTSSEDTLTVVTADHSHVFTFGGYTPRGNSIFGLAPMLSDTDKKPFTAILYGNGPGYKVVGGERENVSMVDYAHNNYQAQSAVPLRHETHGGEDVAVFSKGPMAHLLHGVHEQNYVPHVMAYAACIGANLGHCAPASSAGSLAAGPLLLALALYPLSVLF
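Test system – human TNAP · Doses – 20 µM single point · Incubation – 30 min, room temperature · Signal – luminescent substrate turnover signal · Read-out basis – activation factor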
FLuc stim CS: affects firefly luciferase, flagging false hits in luciferase stimulation screens | P08659 | 200,000 tested, under 10 active | activation factor at 10 µM | ATPlite luciferase biochemical, luminescence, 10 min; 0 = ATP-free wells, 1 = DMSO control;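 active = luciferase activation factor, scaled between plate controls, of at least 2 with compound at 10 µM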
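Material: Luciferase/luciferin reagent mix | Doses: Test compounds dosed from 2 mM stocks in 100% DMSO | Timing: 10 min incubation after luciferase reagent addition, room temperature | Measured by: Luminescence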
APP 5UTR inh: APP translation inhibition; AID 1285; SH-SY5Y APP 5'UTR-luciferase reporter, luminescence; 190,000 compounds, 0.82% hits; inhibition, % at 2 µM;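 active = inhibition above a set limit, derived from the sample mean plus 3 SD, cut at about 45% in these data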; also: values of inactives mirror those of a sister screen read the other way
Lmaj promast: inhibitors of Leishmania major promastigote growth. Leishmania major promastigotes, resazurin fluorescence viability. inhibition, % at 10 µM. 200,000 compounds, 9% hits; in the data active = inhibition above about 50%;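 also: promastigotes grown with compound for 44 hours at 28 °C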
TNAP inh hi DEA: TNAP (human) inhibition, high acceptor | purified TNAP, CDP-star luminescence, 1 M DEA | inhibition, % at 20 µM | 200,000 compounds, 0.03% hits;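 active = over 50% inhibition of tissue-nonspecific alkaline phosphatase at 20 µM in the single-dose screen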;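 also: plate controls were DMSO wells for no effect and EDTA-quenched wells as full inhibition for full effect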
RAM inhibit: blocks the yeast RAM network; S. cerevisiae dse1pr::URA3 reporter, 5-FOA growth OD615, 2 d; analog-sensitive cbk1-as2 kinase mutant strain; inhibition, % at 50 µM; 190,000 compounds, 1.8% hits; AID 868;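 active = inhibition above a set limit, 3 SD over mean compound inhibition, cut at about 8.4% in these data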;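 also: 0% = DMSO-only wells with no growth and 100% = 10 µM 1-NA-PP1 full growth; inhibition rescues growth on 5-FOA so higher OD means more RAM inhibition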
TNAP inh noacc: blocks human TNAP activity with no phosphate acceptor present; P05186; purified TNAP, CDP-star luminescence, 30 min; inhibition, % at 20 µM; 200,000 compounds, 0.26% hits; AID 1012;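 active = tissue-nonspecific alkaline phosphatase inhibition above about 50% at 20 µM in the single-dose screen, limit read from the data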;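 also: 0% = DMSO negative control and 100% = EDTA positive control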
bIAP activator: intestinal alkaline phosphatase (bovine) activation; purified bovine IAP, CDP-star luminescence, 30 min; active compounds read high; fold of DMSO-control signal, blank-subtracted; activation factor at 20 µM; 200,000 compounds, 0.17% hits;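 active = activation factor of 2 or more at 20 µM, a signal rise over negative controls twice the positive control's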
Numbers without * were called inactive; . = no result given.

SMILES | bIAP inh | FLuc inh counter | TNAP act hi DEA | FLuc stim CS | APP 5UTR inh | Lmaj promast | TNAP inh hi DEA | RAM inhibit | TNAP inh noacc | bIAP activator
CCC(C)NCCOCCOc1ccc(C)cc1OC (stereo not given) | -1 | -5 | 1 | 1.1 | 13 | 40 | -3 | 0.0 | -10 | 1
Cc1nonc1OCCNc1ccc([N+](=O)[O-])cc1[N+](=O)[O-] | -3 | -5 | 1 | 1 | -1 | 34 | 5 | 1.9 | -21 | 1
O=C(NCCCN1CCCC1)c1cc(Sc2ccc(F)cc2)nc2ccccc12 | -6 | -4 | 1 | 1 | 17 | 14 | 1 | 0.5 | -5 | 1.1
N/C(Cc1ccc(Cl)cc1Cl)=N\OC(=O)c1ccccc1F | 11 | 1 | 1 | 1 | -36 | 0 | -3 | -1.9 | -4 | 0.9
Cc1noc(/C=C/N(C)C)c1S(=O)(=O)N1CCCC(C(=O)NCc2ccc(F)cc2)C1 (stereo not given) | 1 | -6 | 1.1 | 1.1 | -19 | -6 | -5 | 2.5 | -8 | 1
C/C(=N/NC(=O)c1ccoc1C)C12CC3CC(CC(C3)C1)C2 | 7 | 0 | 1.1 | 1 | -158 | 3 | -5 | 3.6 | -8 | 0.9
COc1cccc(-c2noc(-c3cccs3)n2)c1 | 4 | 50* | 1 | 0.5 | -114 | 1 | -4 | 1.2 | -14 | 1
CN(C)CCCNC(=O)c1cc(S(=O)(=O)N2CCOCC2)ccc1F | 26 | 3 | 1 | 1 | -17 | -3 | -3 | 0.1 | -4 | 0.7
COc1ccc(C(=O)/C(C#N)=N/Nc2ccccc2[N+](=O)[O-])cc1 | -10 | -7 | 0.8 | 1.1 | 70* | 5 | 17 | 2.5 | 10 | 1.1
COc1ccc2c(Cl)c(C(=O)NCC3CCCO3)sc2c1Cl (stereo not given) | -38 | 2 | 1 | 1 | -18 | -6 | 0 | 4.6 | -2 | 1.4
CCN1CCN(CCCN(Cc2ccco2)C(=S)Nc2cc(Cl)ccc2C)CC1 | -10 | -2 | 1 | 1 | -6 | 72* | 3 | 0.7 | -3 | 1.1
CC(C)C(c1nnnn1Cc1ccco1)N1CCN(C2CCCC2)CC1 (stereo not given) | 4 | -1 | 1 | 1 | -10 | 1 | 0 | 0.1 | -4 | 1
Cc1ccc2nc(SCC(=O)c3c(C)[nH]c4ccccc34)[nH]c2c1 | 14 | 4 | 1 | 1 | -3 | 8 | 1 | 0.5 | -45 | 0.9
Cc1cccc(N(C(=O)Cn2nnc(-c3ccc(F)cc3)n2)C(C(=O)NC(C)(C)C)c2ccncc2)c1 (stereo not given) | -7 | -4 | 1 | 1 | -11 | -5 | -2 | 2.6 | 1 | 1.1
O=C(CSc1nnc(CN2CCOCC2)n1-c1ccc(Cl)cc1)Nc1ccc2c(c1)OCO2 | 1 | -6 | 1 | 1.1 | -9 | -4 | -1 | 0.8 | -11 | 1
c1ccc2c(c1)OCC(c1csc3ncnc(N4CCCC4)c13)O2 (stereo not given) | -2 | -1 | 1 | 1 | . | 20 | -4 | -0.1 | -12 | 1
Cc1cc(CNC(=O)c2ccc(C)c([N+](=O)[O-])c2)c2ccccc2n1 | -4 | -6 | 1 | 1.1 | -19 | 5 | -3 | 2.0 | -9 | 1
CN(C)c1ccc(NS(=O)(=O)c2ccc(Cl)cc2)cc1 | 13 | 4 | 1 | 1 | -23 | 1 | -1 | 0.5 | -40 | 0.9
CCOc1cc(NC(=S)NCC2CCCO2)c(OCC)cc1NC(=O)C1CC1 (stereo not given) | 3 | -3 | 1 | 1 | 5 | 20 | -4 | 5.9 | -7 | 1
Cc1ccccc1OCC(O)CN1CCN(C)CC1 (stereo not given) | -16 | 0 | 1 | 1 | -13 | -12 | 1 | -0.6 | 1 | 1.2

Part of the list above, showing only FLuc inh counter, APP 5UTR inh and TNAP inh hi DEA.
Compound	FLuc inh counter	APP 5UTR inh	TNAP inh hi DEA
O=C(NCCCN1CCCC1)c1cc(Sc2ccc(F)cc2)nc2ccccc12	-4	17	1
N/C(Cc1ccc(Cl)cc1Cl)=N\OC(=O)c1ccccc1F	1	-36	-3
Cc1noc(/C=C/N(C)C)c1S(=O)(=O)N1CCCC(C(=O)NCc2ccc(F)cc2)C1 (stereo not given)	-6	-19	-5

(more compounds)
SMILES | bIAP inh | FLuc inh counter | TNAP act hi DEA | FLuc stim CS | APP 5UTR inh | Lmaj promast | TNAP inh hi DEA | RAM inhibit | TNAP inh noacc | bIAP activator
COc1ccc(Cn2c(O)c(C=Nc3ccc(C)cc3)c3ccccc3c2=O)cc1 | 0 | 2 | 1 | 1 | 9 | 92* | 3 | 7.3 | 2 | 1
CCCC1(C(=O)OCC)NC(c2ccc(N(C)C)cc2)C2C(=O)N(c3ccc(F)cc3)C(=O)C21 (stereo not given) | 1 | 0 | 1 | 1 | -19 | -5 | 0 | 3.4 | -4 | 1
Cc1ccc2nc(COc3ccc(Cl)cc3)cc(=O)n2c1 | -6 | 9 | 1 | 0.9 | -53 | 1 | -2 | 0.4 | -10 | 1.1
Cc1ccc(S(=O)(=O)N2CCOCC2)cc1C(=O)Nc1ccc(S(=O)(=O)Nc2nccs2)cc1 | -3 | -6 | 1.1 | 1.1 | -9 | -5 | -10 | 1.5 | -14 | 1
CCOC(=O)N(CC)OC(=O)Nc1ccc(Cl)cc1 | 14 | -7 | 1 | 1.1 | -6 | -1 | -4 | -0.5 | -17 | 0.9
COc1cc(C(=O)N/N=C/c2sccc2C)cc(OC)c1OC | 14 | -3 | 1 | 1 | 92* | -5 | -2 | -1.6 | -1 | 0.9
COc1ccccc1CNS(=O)(=O)N(C)C | -25 | -2 | 1 | 1 | -20 | -7 | -3 | 0.2 | 0 | 1.2
O=C(CN1C(=O)C2CC=CCC2C1=O)Nc1nnc(SCc2c(Cl)cccc2Cl)s1 (stereo not given) | 0 | -4 | 1 | 1 | 14 | -7 | -5 | 3.7 | -6 | 1
COCCN(C)C(=O)CCc1nnc(Cc2ccc(-c3ccccc3)cc2)o1 | -6 | -8 | 1.1 | 1.1 | -5 | -6 | -5 | 1.7 | -7 | 1.1
Cc1ccc(/C=C/C2=Cc3c(sc(NC(=O)CSc4n[nH]c(N)n4)c3C#N)C(C)(C)C2)o1 | 12 | -5 | 0.9 | 1 | -2 | 0 | 15 | 3.4 | 24 | 0.9
Cc1ccc(S(=O)(=O)N(CC(=O)Nc2ccccc2-c2ccccc2)c2ccc(C)cc2C)cc1 | 23 | -4 | 1 | 1 | -9 | 17 | -4 | 5.5 | -25 | 0.8
CCN(Cc1ccc(OC)c(F)c1)C(=O)CCl | 6 | 0 | 1 | 1 | 9 | 18 | -2 | 1.5 | -4 | 0.9
CC1CCN(C(=O)CCc2ccc(Oc3cc([N+](=O)[O-])cc([N+](=O)[O-])c3)cc2)CC1 | 6 | -5 | 1 | 1 | 0 | 99* | 0 | 5.1 | -15 | 0.9
Cc1cc(N2CCOCC2)ccc1/C=C1/SC(=O)NC1=O | -13 | 21 | 1 | 0.8 | -38 | 7 | 4 | 2.0 | -7 | 1.1
O=C(O)c1ccccc1Nc1ccccc1C(=O)O | -4 | -11 | 1 | 1.1 | 2 | -9 | 1 | 4.4 | 5 | 1
c1ccc(CN2CCCC3(CCCN(Cc4nc(CC5CC5)no4)C3)C2)cc1 (stereo not given) | 15 | -6 | 1 | 1.1 | 7 | 6 | -3 | 1.8 | 1 | 0.8
COc1ccc(C)cc1NC(=O)Nc1ccc(Br)cn1 | . | -4 | 1 | 1 | -5 | 2 | -3 | 2.4 | -13 | 0.5
O=C(OCC(=O)N1c2ccccc2Sc2ccccc21)c1cccnc1 | 6 | -9 | 1 | 1.1 | -12 | 6 | -2 | 6.0 | 13 | 0.9
Cc1ccc(Nc2cc(C)nc(N3CCOCC3)n2)cc1 | 5 | -2 | 1 | 1 | -6 | 1 | 2 | 1.6 | 0 | 1
Cc1ccc(CNC(=O)COC(=O)CCCOc2ccc(Cl)cc2Cl)cc1 | 26 | -1 | 1 | 1 | 5 | -5 | -3 | 7.9 | -2 | 0.7
COc1cc(OC)cc(-c2nc3nc(C)c(CCC(=O)NCC(OC)OC)c(C)n3n2)c1 | 1 | -5 | 1 | 1 | 10 | 0 | 2 | 0.4 | -5 | 1
O=C1CCC(=O)N1c1ccc(CSc2nc3ccccc3[nH]2)cc1 | 12 | 16 | 1 | 0.8 | -2 | -5 | -4 | 0.8 | -2 | 0.9
O=C(Cn1cc([N+](=O)[O-])cn1)Nc1ccccn1 | -2 | -2 | 1 | 1 | -4 | -6 | -1 | 0.5 | -9 | 1
CC(=O)Nc1cccc(C(=O)Nc2nc(C)cs2)c1 | -7 | 8 | 1 | 0.9 | -31 | 12 | -4 | 2.2 | -9 | 1.1
c1cc(C2CCN(Cc3nc(-c4ccc5c(c4)OCO5)no3)CC2)ccn1 | -8 | -5 | 1.1 | 1.1 | -1 | 95* | -6 | 0.1 | -8 | 1.1
Cc1nc(NCCN)c(C#N)c2c1COC(C)(C)C2 | 1 | -3 | 1 | 1 | -12 | -6 | 0 | 1.8 | -5 | 1
CC(NS(C)(=O)=O)C(c1cccs1)N1CCN(c2ccccc2)CC1 (stereo not given) | 24 | -3 | 1 | 1 | 3 | -4 | -3 | 0.0 | -10 | 0.8
Cc1ccc(NC(=O)NC2(C(=O)NCc3ccccc3)CCCCC2)cc1 | 8 | -9 | 1.1 | 1.1 | . | 21 | -10 | 4.5 | -11 | 0.9
Cc1cccc(OCC(=O)N2CCC(c3ccccc3)C2)c1 (stereo not given) | 7 | 12 | 1 | 0.9 | -131 | -3 | -3 | 2.4 | -15 | 0.9
O=C(Nc1ccccc1)C1CCCCN1S(=O)(=O)c1ccccc1 (stereo not given) | 20 | -5 | 1 | 1 | -17 | 7 | -2 | 6.2 | -7 | 0.8
O=C(O)CCCCCNC(=O)c1ccc(Br)cc1 | 5 | -4 | 1 | 1 | 5 | -5 | -2 | 1.3 | -16 | 0.9
Cc1ccc(NC(=S)NNc2ncc(C(F)(F)F)cc2Cl)cc1 | 12 | -5 | 0.9 | 1.1 | 13 | -3 | 6 | 1.7 | -57 | 0.9
CCCCCC(=O)N=Nc1c(O)[nH]c2ccc([N+](=O)[O-])cc12 | 4 | 0 | 0.9 | 1 | 14 | -6 | 8 | 2.6 | -16 | 1
NS(=O)(=O)c1ccc(CCNC(=O)COC(=O)CC(c2ccccc2)c2ccccc2)cc1 | 12 | -6 | 1 | 1.1 | 7 | 5 | -1 | -0.4 | -9 | 0.9
COc1cccc(-c2nc(OC(C)C)c3ccccc3n2)c1 | 11 | -6 | 1.1 | 1.1 | 8 | 13 | -6 | 0.4 | -8 | 0.9

Compounds listed so far that contain bromine (two):
SMILES | bIAP inh | FLuc inh counter | TNAP act hi DEA | FLuc stim CS | APP 5UTR inh | Lmaj promast | TNAP inh hi DEA | RAM inhibit | TNAP inh noacc | bIAP activator
COc1ccc(C)cc1NC(=O)Nc1ccc(Br)cn1 | . | -4 | 1 | 1 | -5 | 2 | -3 | 2.4 | -13 | 0.5
O=C(O)CCCCCNC(=O)c1ccc(Br)cc1 | 5 | -4 | 1 | 1 | 5 | -5 | -2 | 1.3 | -16 | 0.9
